Source: PubChem BioAssay (National Center for Advancing Translational Sciences (NCATS))
TRHR agonist = activates the human TRH receptor; 360,000 tested, 0.18% active; TRHR cells, calcium flux fluo-8, FDSS agonist mode; activation, % at 2 µM; in the data active = activation above about 30%; also: 0% is about no effect
Target sequence (P34981 whole entry, looked up): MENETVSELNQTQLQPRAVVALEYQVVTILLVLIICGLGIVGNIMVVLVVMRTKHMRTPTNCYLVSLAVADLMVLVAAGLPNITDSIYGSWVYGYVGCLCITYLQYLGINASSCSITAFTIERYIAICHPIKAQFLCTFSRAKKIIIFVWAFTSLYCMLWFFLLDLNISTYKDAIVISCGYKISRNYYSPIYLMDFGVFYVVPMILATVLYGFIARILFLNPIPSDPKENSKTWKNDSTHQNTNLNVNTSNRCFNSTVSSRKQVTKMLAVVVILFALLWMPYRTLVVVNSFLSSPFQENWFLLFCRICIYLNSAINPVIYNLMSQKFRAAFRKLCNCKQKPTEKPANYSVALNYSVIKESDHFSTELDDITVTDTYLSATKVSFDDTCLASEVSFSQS
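Read-out: compound-evoked intracellular calcium rise in TRHR cells, fluo-8 dye, kinetic FDSS fluorescence at 1 s/cycle following a 10-cycle baseline. Cells cultured overnight before dye loading (30 min–1.5 h, RT).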
D2 agonist = D2 dopamine receptor (human) agonism; HEK293 T-REx D2 cells, calcium flux agonist mode; P14416; 340,000 tested, 0.53% active; AID 485358; activation, % at 2 µM;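 active = activation over 3 SD above normal in the single-dose calcium agonist read, cut at about 30% in these data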; also: 0% is about no effect
Target sequence (P14416 whole entry, looked up): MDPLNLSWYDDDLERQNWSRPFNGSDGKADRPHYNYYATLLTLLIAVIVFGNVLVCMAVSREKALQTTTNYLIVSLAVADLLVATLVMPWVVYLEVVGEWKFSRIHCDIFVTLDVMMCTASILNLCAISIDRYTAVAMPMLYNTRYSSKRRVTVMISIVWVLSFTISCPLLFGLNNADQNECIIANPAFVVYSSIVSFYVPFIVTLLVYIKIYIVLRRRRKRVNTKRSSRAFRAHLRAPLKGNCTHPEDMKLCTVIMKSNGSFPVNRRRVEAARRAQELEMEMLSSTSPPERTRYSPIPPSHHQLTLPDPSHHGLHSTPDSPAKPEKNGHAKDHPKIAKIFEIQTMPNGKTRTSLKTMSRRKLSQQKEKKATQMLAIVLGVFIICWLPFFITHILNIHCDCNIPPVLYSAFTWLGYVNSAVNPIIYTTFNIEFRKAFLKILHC
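HEK293 Trex D2 cells, tetracycline-induced, o/n 30 C 5% CO2; no-wash Ca dye, RT 30–90 min; 10-cycle baseline, 23 nl cpd added, kinetic Ca read 180 s; agonist hits = positive Ca response.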
mIDH1 inhibitor = inhibitors of human mutant IDH1 R132H | O75874 | IDH1-R132H enzyme, NADPH consumption, diaphorase/resazurin fluorescence | Potency, µM (highest dose often 76.6 µM), without a hit: at the top dose activity change, negative = inhibition, actives largely listed as inhibitors | 390,000 tested, 0.093% active | AID 602179; also: potency is read from the fitted curve at half-maximal effect; % is scaled to controls: 0 for no effect and ±100 for the full control effect; nearly all actives have a fitted effect of over 65% in size
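IDH1-R132H (0.5 ug/mL dispensed) in pH 7.5 Tris buffer was preincubated 30 min with compound, then given a substrate mix of 0.016 mM NADPH and 2 mM alpha-KG for 80 min at room temperature; remaining NADPH was read by diaphorase/resazurin fluorescence.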
TrxR1 inh = blocks rat thioredoxin reductase 1 | O89049 | recombinant rTrxR1, NADPH fluorescence consumption, selenite substrate | Potency, µM (doses to about 114 µM), without a hit: at the top dose activity change, negative = inhibition, most hits filed as inhibitors | 390,000 tested, 1% active; also: potency is read from the fitted curve at half-maximal effect; % is scaled to controls: 0 for no effect and ±100 for the full control effect; nearly all actives have a fitted effect of over 65% in size
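Rat TrxR1 (90 nM in the dispensed reagent) was pre-reduced with 400 uM NADPH for 5 min at room temperature, then incubated with compound for 15 min. After 400 uM selenite was added, NADPH fluorescence (Ex 340/Em 450 nm) was followed for 8 min.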
D2 antag = antagonizes the human D2 dopamine receptor; inhibition, % at 10 µM; AID 485344; 340,000 tested, 2% active; HEK293 TREx D2 cells, calcium flux, dopamine EC80; in the data active = inhibition above about 30%; also: 0% is about no effect
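HEK293 T-REx D2 cells, tet-induced, calcium dye no-wash. Cpd pintool add, 180 s kinetic, then EC80 DA, 180 s kinetic. Ca flux read.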
Pin1 inh = inhibitors of human Pin1; Q13526; Pin1 FP peptide displacement, HiFluor488, 10 min; Potency, µM (top dose mostly 115 µM), inactives show at the highest dose activity, negative = inhibition, hits mostly inhibitors; 390,000 tested, 0.009% active; active = well fitted inhibition curve with a large enough effect in the polarisation, with a control signal flat, not every such curve was filed as active; the % refers to the polarisation; also: potency is read from the fitted curve at half-maximal effect; % is scaled to controls: 0 for no effect and ±100 for the full control effect
Target sequence (Q13526 whole entry, looked up): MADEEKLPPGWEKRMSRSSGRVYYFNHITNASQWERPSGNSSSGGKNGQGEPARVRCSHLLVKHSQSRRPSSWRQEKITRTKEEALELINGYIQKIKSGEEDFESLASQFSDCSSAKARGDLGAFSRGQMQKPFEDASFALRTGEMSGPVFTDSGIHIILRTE
USP1-UAF1 inh = blocks the human USP1/UAF1 deubiquitinase complex. recombinant USP1/UAF1, Ub-Rhodamine cleavage fluorescence. Potency, µM (highest dose often 57.1 µM), inactives show at the top dose activity change, negative = inhibition, actives largely listed as inhibitors. 390,000 tested, 0.23% active; also: potency is read from the fitted curve at half-maximal effect; % is scaled to controls: 0 for no effect and ±100 for the full control effect; nearly all actives have a fitted effect of over 60% in size; inactives centre near -12
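1 nM enzyme complex + cpd, 15 min RT; start with Ub-Rho 150nM final; kinetic fluorescence ex 480/em 540, 6 reads q60 s. Buffer 50mM HEPES pH 7.8, 0.5mM EDTA, 0.1 mg/ml BSA, 1mM TCEP, 0.01% Tween-20.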
TRHR enhancer = TRH receptor (human) allosteric enhancement; P34981; enhancement, % at 2 µM; TRHR cells, fluo-8 calcium fluorescence, EC20 TRH enhancement; 360,000 tested, 0.66% active; AID 493056; in the data active = enhancement above about 30%; also: 0% is about no effect
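Enhancer read-out: after compound pinning and an initial kinetic agonist-mode read, an EC20 of TRH (10 nM final) was injected and fluo-8 calcium signal (Ex 480/Em 530) followed at 1 s/cycle for 100 cycles in TRHR-expressing cells.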
TrxR1 substrate = rat thioredoxin reductase 1 substrate activity. Potency, µM (highest dose often 114 µM), inactives show at the highest dose activity change, negative = substrate turnover. 390,000 tested, 0.01% active. O89049. AID 588456. purified TrxR1 substrate turnover, NADPH consumption readout; also: potency is read from the fitted curve at half-maximal effect; % is scaled to controls: 0 for no effect and ±100 for the full control effect; nearly all actives have a fitted effect of over 50% in size
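Rat TrxR1, dispensed at 90 nM, was prereduced with 400 uM NADPH (final) for 5 min at ~22 deg C, then incubated with compound 15 min before 400 uM selenite. A first-read NADPH fluorescence drop versus no-compound background flagged substrates.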
Numbers without * were called inactive; [ ] = another dose, or the depositor's remark. Unless noted, calls follow the shape of the dose curve; as a rule, active = well fitted inhibition curve with a large enough effect; inconclusive = small, poorly fitted or top-dose-only effect; inactive = no such curve, though single readings can be large or run the other way.

Cc1cc(C)cc(C(=O)NCC(=O)OCC(=O)N2CCCCC2)c1 was read as TRHR agonist 0.2, D2 agonist -1.8, mIDH1 inhibitor -0.5%, TrxR1 inh 1.1%[57.1 µM], D2 antag 1.5, Pin1 inh 7.0%, USP1-UAF1 inh -5.6%, TRHR enhancer 4.5 and TrxR1 substrate 7.6%[57.1 µM].
For COc1cc(S(=O)(=O)N2CCN(C(=O)c3ccccc3F)CC2)c(OC)cc1NC(C)=O the results were TRHR agonist -0.3, D2 agonist -1.0, mIDH1 inhibitor -3.4%, TrxR1 inh -4.7%, D2 antag -4.1, Pin1 inh -1.7%, USP1-UAF1 inh -5.4%, TRHR enhancer 9.0 and TrxR1 substrate -6.6%.
For CC(COc1ccccc1)N1CCC(CO)(Cc2ccccc2)CC1 (stereo unspecified) the results were TRHR agonist 1.0, D2 agonist 67.9*, mIDH1 inhibitor -6.8%, TrxR1 inh 8.4%, D2 antag 85.2*, Pin1 inh -0.8%, USP1-UAF1 inh -21.2%, TRHR enhancer 4.8 and TrxR1 substrate 0.8%.
Screening CCn1cnc2sc(C(=O)Oc3ccc(Br)cc3)c(C)c2c1=O returned TRHR agonist 0.1, D2 agonist 0.0, mIDH1 inhibitor 10.1%, TrxR1 inh 10.2%[57.1 µM], D2 antag -2.8, Pin1 inh 3.7%, USP1-UAF1 inh -1.3%, TRHR enhancer -4.3 and TrxR1 substrate -0.6%.
For Cc1cccn2c(=O)c(C=Nc3ccccc3)c(NCc3ccco3)nc12 the results were TRHR agonist 1.2, D2 agonist -0.3, mIDH1 inhibitor 0.2%, TrxR1 inh -27.2%, D2 antag -2.8, Pin1 inh 12.6%, USP1-UAF1 inh -7.3%, TRHR enhancer 0.0 and TrxR1 substrate 11.8%.
Screening Cn1nc(-c2ccc(C(=O)NCC3CCCO3)cc2)c2ccccc2c1=O (stereo unspecified) returned TRHR agonist 1.7, D2 agonist 0.3, mIDH1 inhibitor -3.5%, TrxR1 inh -11.9%, D2 antag -9.8, Pin1 inh -1.2%, USP1-UAF1 inh -2.6%, TRHR enhancer 13.5 and TrxR1 substrate -8.1%.
For Cc1ccc(C(=O)NCCCN2CCOCC2)cc1Cl the results were TRHR agonist 0.1, D2 agonist -0.5, mIDH1 inhibitor -6.4%, TrxR1 inh 14.0%, D2 antag -0.1, Pin1 inh 5.3%, USP1-UAF1 inh -14.9%, TRHR enhancer -2.3 and TrxR1 substrate 2.9%.
For CCOC(=O)c1cc(-c2ccc(OC)cc2)n(CCC(=O)Nc2nc3ccc(OCC)cc3s2)c1C the results were TRHR agonist 0.2, D2 agonist 0.4, mIDH1 inhibitor 2.2%, TrxR1 inh 13.6%[57.1 µM], Pin1 inh 13.6%, USP1-UAF1 inh -4.8%, TRHR enhancer 6.0 and TrxR1 substrate -3.7%[57.1 µM].
`FC(F)(F)c1nnc(Nc2ccc(Cl)cc2)s1` gave TRHR agonist 0.2, D2 agonist 1.4, mIDH1 inhibitor 8.4%, TrxR1 inh 14.7%[57.1 µM], D2 antag 9.1, Pin1 inh 9.8%, USP1-UAF1 inh -14.8%, TRHR enhancer -9.4 and TrxR1 substrate 6.0%[57.1 µM].
Screening COc1ccc(-c2nc3ccccc3o2)cc1NC(=O)COc1c(C)cc(Cl)cc1Cl returned TRHR agonist -0.6, D2 agonist 0.2, mIDH1 inhibitor -3.9%, TrxR1 inh 33.3%, Pin1 inh 4.3%, USP1-UAF1 inh -19.0%, TRHR enhancer 1.4 and TrxR1 substrate 8.7%.
Screening COc1ccc(NC(=O)CSc2nc3sc(C)cc3c(=O)n2C)c(OC)c1 returned TRHR agonist 0.1, D2 agonist -0.8, mIDH1 inhibitor -3.8%, TrxR1 inh 20.2%[57.1 µM], D2 antag 1.0, Pin1 inh 3.7%, USP1-UAF1 inh -18.7%, TRHR enhancer -3.2 and TrxR1 substrate 7.0%[0.0914 µM].
Screening COCCn1cnnc1SCC(=O)Nc1ccc(Br)cc1F returned TRHR agonist 0.5, D2 agonist -0.2, mIDH1 inhibitor 1.1%, TrxR1 inh 15.0%[57.1 µM], D2 antag -0.6, Pin1 inh -0.5%, USP1-UAF1 inh -11.9%, TRHR enhancer -0.9 and TrxR1 substrate 8.4%[57.1 µM].
`COc1cccc(/C=N/Nc2ncnc3scc(-c4ccccc4)c23)c1OC` gave TRHR agonist 0.0, D2 agonist -0.7, mIDH1 inhibitor 0.9%, TrxR1 inh -9.6%, D2 antag -11.4, Pin1 inh 15.3%, USP1-UAF1 inh -21.8%, TRHR enhancer -2.2 and TrxR1 substrate -5.8%.
Screening C=CCN1C(=O)/C(=C/c2ccc(N(C)C)cc2)S/C1=N\c1nnc(CC)s1 returned TRHR agonist 52.7*, D2 agonist 18.4, D2 antag 10.3 and TRHR enhancer 6.6.
`Cc1cccc(COc2coc(CN3CCN(C(=O)c4ccco4)CC3)cc2=O)c1` gave TRHR agonist -0.2, D2 agonist 13.2, mIDH1 inhibitor 2.4%, TrxR1 inh -14.9%, D2 antag -6.4, Pin1 inh 2.3%, USP1-UAF1 inh -2.1%, TRHR enhancer -6.9 and TrxR1 substrate -4.8%.
CC(C)(C)NC(=O)C(c1c[nH]c2ccccc12)N(C(=O)Cn1nnc(-c2ccc(Cl)cc2)n1)c1ccccc1F (stereo unspecified) was read as TRHR agonist 0.2, D2 agonist -0.2, mIDH1 inhibitor 1.3%, TrxR1 inh -0.8%, D2 antag -9.8, Pin1 inh -2.0%, USP1-UAF1 inh -14.6%, TRHR enhancer -2.7 and TrxR1 substrate -0.7%.
For COc1ccc(Br)cc1C1SCCN1S(C)(=O)=O (stereo unspecified) the results were TRHR agonist -1.5, D2 agonist 0.0, mIDH1 inhibitor 7.4%, TrxR1 inh 21.9%[57.1 µM], D2 antag 21.2, Pin1 inh -0.4%, USP1-UAF1 inh -13.8%, TRHR enhancer -4.3 and TrxR1 substrate 11.0%[57.1 µM].
Screening CC1CCc2onc(C(=O)N3CCN(c4ccc(F)cc4)CC3)c2C1 (stereo unspecified) returned TRHR agonist -1.5, D2 agonist -2.6, mIDH1 inhibitor -6.7%, TrxR1 inh 5.9%, Pin1 inh 0.0%, USP1-UAF1 inh -19.7%, TRHR enhancer 12.0 and TrxR1 substrate -6.0%.
`O=C(O)CSc1nc2ccccc2n1C1CCCCC1` gave TRHR agonist 0.1, D2 agonist -0.3, mIDH1 inhibitor -7.9%, TrxR1 inh 11.7%[57.1 µM], D2 antag 3.5, Pin1 inh 0.0%, USP1-UAF1 inh -6.1%, TRHR enhancer -0.4 and TrxR1 substrate 4.4%[57.1 µM].
Screening CCc1cc(C(=O)Nc2cc(S(=O)(=O)N(CC)CC)ccc2N2CCOCC2)sc1C returned TRHR agonist -0.5, D2 agonist -0.6, mIDH1 inhibitor -1.2%, TrxR1 inh -5.4%, D2 antag -6.8, Pin1 inh 11.1%, USP1-UAF1 inh -4.6%, TRHR enhancer 5.4 and TrxR1 substrate 2.1%.
For S=C1CC2CCCC(C2)N1 (stereo unspecified) the results were mIDH1 inhibitor 3.6%, TrxR1 inh -38.2%[57.1 µM], Pin1 inh 6.6%, USP1-UAF1 inh -14.5% and TrxR1 substrate 5.0%[11.4 µM].
For COc1cc(OC)c(OC)cc1CN1CCCC(C(=O)c2ccc3c(c2)OCO3)C1 (stereo unspecified) the results were TRHR agonist -1.6, D2 agonist 0.4, mIDH1 inhibitor 10.1%, TrxR1 inh 15.7%, D2 antag 8.4, Pin1 inh -7.4%, USP1-UAF1 inh -10.1%, TRHR enhancer -5.0 and TrxR1 substrate 5.5%.

Gathered by group: the entries above containing fluorine (5)
For COc1cc(S(=O)(=O)N2CCN(C(=O)c3ccccc3F)CC2)c(OC)cc1NC(C)=O the results were TRHR agonist -0.3, D2 agonist -1.0, mIDH1 inhibitor -3.4%, TrxR1 inh -4.7%, D2 antag -4.1, Pin1 inh -1.7%, USP1-UAF1 inh -5.4%, TRHR enhancer 9.0 and TrxR1 substrate -6.6%.
`FC(F)(F)c1nnc(Nc2ccc(Cl)cc2)s1` gave TRHR agonist 0.2, D2 agonist 1.4, mIDH1 inhibitor 8.4%, TrxR1 inh 14.7%[57.1 µM], D2 antag 9.1, Pin1 inh 9.8%, USP1-UAF1 inh -14.8%, TRHR enhancer -9.4 and TrxR1 substrate 6.0%[57.1 µM].
Screening COCCn1cnnc1SCC(=O)Nc1ccc(Br)cc1F returned TRHR agonist 0.5, D2 agonist -0.2, mIDH1 inhibitor 1.1%, TrxR1 inh 15.0%[57.1 µM], D2 antag -0.6, Pin1 inh -0.5%, USP1-UAF1 inh -11.9%, TRHR enhancer -0.9 and TrxR1 substrate 8.4%[57.1 µM].
CC(C)(C)NC(=O)C(c1c[nH]c2ccccc12)N(C(=O)Cn1nnc(-c2ccc(Cl)cc2)n1)c1ccccc1F (stereo unspecified) was read as TRHR agonist 0.2, D2 agonist -0.2, mIDH1 inhibitor 1.3%, TrxR1 inh -0.8%, D2 antag -9.8, Pin1 inh -2.0%, USP1-UAF1 inh -14.6%, TRHR enhancer -2.7 and TrxR1 substrate -0.7%.
Screening CC1CCc2onc(C(=O)N3CCN(c4ccc(F)cc4)CC3)c2C1 (stereo unspecified) returned TRHR agonist -1.5, D2 agonist -2.6, mIDH1 inhibitor -6.7%, TrxR1 inh 5.9%, Pin1 inh 0.0%, USP1-UAF1 inh -19.7%, TRHR enhancer 12.0 and TrxR1 substrate -6.0%.

An excerpt; the hit share may differ from the screen's.
